Screening results: PubChem BioAssay, National Center for Advancing Translational Sciences (NCATS)
12-LOX inh: Primary qHTS assay for inhibitors of human arachidonate 12S-lipoxygenase (ALOX12): Round 2; 580,000 compounds, 1.1% hits; Polyunsaturated fatty acid lipoxygenase ALOX12 (Homo sapiens), P18054; AID 1671190, 2021; purified 12hLO, xylenol orange hydroperoxide absorbance; Potency, µM (top dose mostly 108 µM), inactives show at the highest dose activity change, negative = inhibition, actives largely listed as inhibitors; active = well fitted inhibition curve with a large enough effect; inconclusive = small, poorly fitted or top-dose-only effect, or another doubt; inactive = no such curve, though single readings can be large or run the other way
Target sequence (P18054 whole entry, looked up): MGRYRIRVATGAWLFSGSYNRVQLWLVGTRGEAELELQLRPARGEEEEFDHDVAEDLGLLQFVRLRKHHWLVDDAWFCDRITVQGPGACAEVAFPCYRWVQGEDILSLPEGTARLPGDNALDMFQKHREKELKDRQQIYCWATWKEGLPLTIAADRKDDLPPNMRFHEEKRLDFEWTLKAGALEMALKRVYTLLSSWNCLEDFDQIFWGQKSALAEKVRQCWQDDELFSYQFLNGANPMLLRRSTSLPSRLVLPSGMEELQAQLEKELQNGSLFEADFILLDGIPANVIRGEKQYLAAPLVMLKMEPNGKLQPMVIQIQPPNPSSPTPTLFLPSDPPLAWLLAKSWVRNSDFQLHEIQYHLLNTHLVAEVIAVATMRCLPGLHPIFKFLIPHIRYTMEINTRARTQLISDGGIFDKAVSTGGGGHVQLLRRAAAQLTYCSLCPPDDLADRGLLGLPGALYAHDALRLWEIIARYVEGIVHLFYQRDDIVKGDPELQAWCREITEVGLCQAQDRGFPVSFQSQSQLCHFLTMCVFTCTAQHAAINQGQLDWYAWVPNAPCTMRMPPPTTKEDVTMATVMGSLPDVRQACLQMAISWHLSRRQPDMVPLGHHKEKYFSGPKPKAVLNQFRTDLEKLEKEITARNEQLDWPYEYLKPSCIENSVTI
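Hydroperoxide product was detected by ferrous iron/xylenol orange as the 573 to 405 nm absorbance ratio. Arachidonic acid at 40 uM (final) was turned over for 30 min at room temperature by 150 nM human 12hLO, pH 7.0 Hepes buffer, after 15 min compound preincubation.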
The depositor's hits bear a star; ? = inconclusive; & = joins results of further samples; [ ] = remark or other dose. % is scaled to controls: 0 for no effect and ±100 for the full control effect; potency is read from the fitted curve at half-maximal effect. Some of the compounds tested, so the mix of outcomes need not match the whole.

molecule	12-LOX inh
COc1ccc2c(C)cc(SCC(=O)N(C)Cc3ccccc3)nc2c1	?
O=C1CC2CCN(C(=O)c3ccc4c(c3)OC(F)(F)O4)CC2CCN1 (stereo not given)	-19.9%[6.33 µM]
CC1=CC(C)(C)N2C(=O)C3(C(C#N)=C(N)OC4=C3C(=O)CC(C)(C)C4)c3cccc1c32 (stereo not given)	1.1%
CO[C@H]1C=CO[C@@]2(C)Oc3c(C)c(O)c4c(O)c(c(/C=N/N5CCN(C)CC5)c(O)c4c3C2=O)NC(=O)/C(C)=C\C=C[C@H](C)[C@H](O)[C@@H](C)[C@@H](O)[C@@H](C)[C@H](OC(C)=O)[C@@H]1C	-1.1%[22.9 µM]
COc1ccc(CNC(=O)Cc2c(C)c3c(OC)cc(C)cc3oc2=O)cc1OC	?
O=[N+]([O-])c1cc(S(=O)(=O)Nc2ccc(Cl)cc2)ccc1N/N=C/c1ccccc1C(F)(F)F	?
CCCS(=O)(=O)NCC1Cn2cccc2C(=O)N1C (stereo not given)	24.5%
CS(=O)(=O)c1ccc(CC(=O)N[C@@H]2COCC[C@@H]2OCC2CC2)cc1	44.1%[activator]
Cn1c(=O)[nH]c(=O)c2c1nc(N1CCN(Cc3ccccc3)CC1)n2CCc1ccccc1	2.1%
Cc1ncccc1OC1(C(=O)O)CCN(C(=O)c2cccc(F)c2)CC1	3.5%
Cc1cc2c(cc1C)NC(c1cccc(Br)c1)=C(N(Cc1ccccc1)C(=O)C(=O)c1ccccc1)C(=O)N2	20.4%
COc1ccc(N2CCN(c3nc(C(=O)NCc4ccc(C)c(C)c4)cs3)CC2)cc1	15.5%
O=C(c1cc(F)ccc1F)N1CCN(c2cc(-c3ccc(Cl)cc3)[nH]n2)CC1	42.9%[activator]
CN(C)C(=O)CN1CCCN(C(=O)C2CCN(S(=O)(=O)c3ccc(F)c(Cl)c3)CC2)CC1	36.9%[activator]
c1ccc(-c2ccc(CN3CCCC3)cc2)c(CN2CCOCC2)c1	35.1%
Cc1ccc(-n2nc(CC(N)=O)nc2CCn2ccc(=O)[nH]c2=O)c(C)c1	27.8%
O=C1CC(c2ccccc2)N(S(=O)(=O)c2cccc3cccnc23)CCCCCCN1 (stereo not given)	24.6%
Cc1cc2c(c(-c3ccc(Cl)cc3)c1)OC(CNC(=O)Cc1c(C)noc1C)C2 (stereo not given)	8.9%
Cc1cc2cccc(C(=O)N3CCc4nc(-c5cn[nH]c5)[nH]c4C3)c2o1	47.7%[activator]
CC(C)=CCN1CCNC(=O)C1CC(=O)NC(C)(C)c1cccc2ccccc12 (stereo not given)	20.8%
CC(C(=O)Nc1ccc(Cl)cc1)N1CCN(c2ccc([N+](=O)[O-])c3cnccc23)CC1 (stereo not given)	-27.7%
CCCN1CCC(NC(=O)CC(F)(F)F)CC1	8.9%
COc1ccccc1C(=O)N1CCC(CC(=O)NC2CC2)C1 (stereo not given)	4.4%
Cn1ncc(N2CCC(NC(=O)c3ccsc3)CC2)cc1=O	34.1%
c1cncc(CNc2ccnc(-c3cccnc3)n2)c1	?
COc1ccc(C(=O)Nc2ccc(-c3noc([C@@H]4CCCN4Cc4ccc(C(F)(F)F)cc4)n3)cn2)cc1	51.1%[activator]
CCCCCC1CCC(c2ccc(C(=O)O)cc2)CC1 (stereo not given)	3.5%
CCOc1ccc(C2C(C(=O)c3sc(C)nc3C)=C(O)C(=O)N2CCN2CCOCC2)cc1 (stereo not given)	?
O=C(Nc1cccc(C(=O)N2CCN(c3ccccc3)CC2)c1)C1=CSCCO1	-5.0%
CCC(=O)N1CCc2c(C(=O)Nc3cc(OC)cc(OC)c3)cccc21	9.3%

Exported with the structure last: part of the list above.
| 12-LOX inh | structure |
| --- | --- |
| 4.4% | COc1ccccc1C(=O)N1CCC(CC(=O)NC2CC2)C1 (stereo not given) |
| 42.9%[activator] | O=C(c1cc(F)ccc1F)N1CCN(c2cc(-c3ccc(Cl)cc3)[nH]n2)CC1 |
| 27.8% | Cc1ccc(-n2nc(CC(N)=O)nc2CCn2ccc(=O)[nH]c2=O)c(C)c1 |
| 2.1% | Cn1c(=O)[nH]c(=O)c2c1nc(N1CCN(Cc3ccccc3)CC1)n2CCc1ccccc1 |
| -19.9%[6.33 µM] | O=C1CC2CCN(C(=O)c3ccc4c(c3)OC(F)(F)O4)CC2CCN1 (stereo not given) |

An excerpt of these results, with values ahead of the structure:
| 12-LOX inh | structure |
| --- | --- |
| 36.9%[activator] | CN(C)C(=O)CN1CCCN(C(=O)C2CCN(S(=O)(=O)c3ccc(F)c(Cl)c3)CC2)CC1 |
| 35.1% | c1ccc(-c2ccc(CN3CCCC3)cc2)c(CN2CCOCC2)c1 |

(cont.)
molecule	12-LOX inh
Cc1ccccc1C(=O)N1CCCN(C)c2ccccc21	11.0%
COC(=O)c1cc(CNC(=O)c2ccncc2)cc(NC(=O)c2ccccc2Cl)c1	15.1%
O=C(CN1CCN(c2cccc(Cl)c2)CC1)NC1CCS(=O)(=O)C1 (stereo not given)	-0.5%
CN1CC(=O)N(C2CCCNCC2)Cc2c1ncnc2N1CCCC1CO (stereo not given)	-0.9%[6.33 µM]
O=C(CNC(=O)NC(Cc1c[nH]c2ccccc12)C(=O)O)Nc1ccccc1 (stereo not given)	11.6%
COc1ccc(OCCN(C)C(=O)c2ccc3ccccc3n2)cc1	0.0%
Cc1ccc(S(N)(=O)=O)cc1C(=O)N1CCC2(CCCNC2=O)C1 (stereo not given)	16.6%
N#CC1=C(N)OC2=C(C(=O)CCC2)C1c1ccc(OC(=O)c2ccccc2)cc1 (stereo not given)	?
O=C1CCN(Cc2cccc(F)c2)CCCC(C(=O)NCc2ccncc2)CCN1 (stereo not given)	33.2%
CN1CCN(C(c2ccc(C(F)(F)F)cc2)c2cc(Cl)c3cccnc3c2O)CC1 (stereo not given)	?
O=C1CCC2(CNC(=O)c3ccc4ncccc4c3)CCCC=C2N1 (stereo not given)	20.8%
CCOc1ccc(CNC(=O)C2CCN(S(=O)(=O)N3CCC4(CC3)OCCO4)CC2)cc1OC	0.9%
Cc1cc(C)c(CN2CCCC23Cc2ccccc2CNC3=O)c(C)c1 (stereo not given)	?
COc1ccc2c(C)cc(SCC(=O)NCc3ccc(C)cc3)nc2c1	?
Cc1ccccc1CNC(=O)CCn1ccn2nc3c(c2c1=O)CCCC3	7.0%
FC(F)(F)c1ccccc1-c1nccc(NCc2ccccc2)n1	?
N#Cc1c(N)n[nH]c1CCCNc1nc(-c2ccccc2)nc2ccccc12	38.7%[activator]
CCn1nccc1C(=O)N1C[C@@H](COCC2CC2)[C@H](c2ccncc2)C1	4.0%
Clc1ccccc1-c1nnnn1-c1ccccc1Cl	?
CCn1c(SCC(=O)Nc2ccc(C(=O)O)cc2)nnc1-c1ccccc1Cl	-7.7%
COc1ccc(NC(=O)N2CCN(c3nc4ccccc4n3Cc3ccccc3)CC2)c(OC)c1	-7.6%
CC(C)C1CCC(C)C(C2(C#N)C(N)=C(C=O)CC2(C#N)C#N)C1=O (stereo not given)	?
Cc1nn2c(c1-c1cccnc1N1CCOCC1)N(C(=O)Cc1ccc(Cl)cc1)CCC2	?
CCOC(=O)N1CCN(C(=O)c2cc3ccccc3n2C)CC1	-6.7%
O=c1[nH]c(N2CCOCC2)nc2c1CCN(Cc1ccc(F)cc1)CC2	37.4%
Cc1ccc(-c2cc3c(=O)n(CCNC(=O)c4cc(Cl)ccc4F)ccn3n2)cc1C	11.0%
C[C@@H](c1ccccc1)N(C)C(=O)c1cn(Cc2cccc(C(F)(F)F)c2)nn1	-3.4%
CC(C)NC(=O)N1CC[C@@H](CC(=O)O)[C@@H](CC2=NCCc3cc(F)ccc32)C1	4.0%[176 µM]
CSc1ccc2cc(CN3CCCC(O)C3)c(-c3ccc(Cl)cc3)nc2c1 (stereo not given)	?
CN1CCC(NC2(Cc3cc(C(C)(C)O)on3)COC2)CC1	-3.6%[176 µM]
CS(=O)(=O)N1C[C@H]2CCN(C(=O)Cc3ccccc3F)C[C@H]21	15.6%
COc1ccc(CNC[C@H]2COCc3nc4cccnc4n32)cc1	58.8%[activator][176 µM]
CC(C)c1ccc(S(=O)(=O)N2CCC3(CCCNC3)C2)cc1 (stereo not given)	4.1%
O=c1[nH]c2cc3c(cc2c(=O)n1CCc1nc(-c2cccc(C(F)(F)F)c2)no1)OCO3	?
CC(C)C(=O)Nc1nc2ccc(CCC(=O)NCc3ccccc3F)cc2s1	67.1%[activator]
Cc1[nH][nH]c(=O)c1C(c1ccccc1OCc1ccccc1Cl)c1c(C)[nH][nH]c1=O	?
CC(=O)Nc1cccc(NC(=O)c2oc3ccccc3c2C)c1	0.6%
S=C(NCCc1c[nH]c2ccccc12)Nc1cccc(Cl)c1	?
Cc1cc(N)ccc1[N+](=O)[O-]	12.0%
Cc1ccc(C)c(C(=O)N2CCc3[nH]nc(C(=O)NCCCc4ccccc4)c3C2)c1	31.3%
Cc1ncsc1-c1nc(CC2CCN(C)CC2)nn1Cc1ccccc1	3.8%
COc1cc(NC(=O)COc2ccc(Cl)cc2Cl)c2ncccc2c1	15.1%
Cc1ccsc1C(=O)NC1CCN(c2cc(-c3ccc(F)cc3)[nH]n2)C1 (stereo not given)	12.5%
O=C(NCc1ccc(F)cc1)N1CCN(Cc2ccc(C(F)(F)F)cc2)CC1	27.7%
CCC[C@@H]1CN(C(=O)c2ccccc2-c2ccccc2F)C[C@H]1NC(C)=O	6.0%
O=C(NC1CCCCCCC1)C1CCCN(c2ncnc3nc[nH]c23)C1 (stereo not given)	-6.9%
Cc1ccc(S(=O)(=O)N2C[C@@H]3OCC(=O)N(Cc4ccc(F)cc4)[C@@H]3C2)cc1	?
COC(=O)C1CCCCN1Cc1nc(N2CCCN(C(C)=O)CC2)c2ccccc2n1 (stereo not given)	?
Cc1noc(C)c1[S+](=O)([O-])N1CCC(N2CCCOC2=O)CC1	11.1%[176 µM]
CC/C=C(/C)C(=O)NC(C)c1ccncc1 (stereo not given)	1.2%
Cc1cnc(CCNC(=O)C2CC2)n1CC1CC1	17.7%
COc1ccc(-c2nc(CNC(=O)Nc3ccc(C)cc3Cl)c(C)o2)cc1	?
O=C(c1cccc(=O)[nH]1)N1CCCC(c2n[nH]c(=O)n2-c2ccccc2)C1 (stereo not given)	?
O=C(C1CCC1)N1CCC2(CC1)CN(c1ccccc1)C2=O	44.5%
CCc1nnc(NC(=O)c2cc(C)nc3ccc(C)cc23)s1	-8.4%
CC(C)NC(=O)N1CCC2(CC1)CCN(C(=O)c1cccc(F)c1)CC2	3.3%[57.4 µM]
Cc1c(F)cccc1NC(=O)N1CCCC(Cn2cnc3cccnc32)C1 (stereo not given)	-5.1%
CCCCOc1ccc(/C=C(/C#N)c2nc3ccccc3[nH]2)cc1	-4.6%
O=C(COc1ccccc1)N[C@H]1[C@H](O)[C@H](O)C[C@@H]1c1ccc(N2CCOCC2)nc1	-21.4%[176 µM]
CN(Cc1ccsc1)C(=O)CCc1ccccc1	-18.8%

Going on with the list.
molecule	12-LOX inh
O=C(Cc1cccc(F)c1)N1CCC(c2n[nH]c(=O)n2-c2ccccc2)CC1	?
COc1ccc(C2Cn3cnc(C(=O)N4CCC(C(=O)NCc5cccc(C)c5)CC4)c3CO2)cc1 (stereo not given)	18.9%
C/C(=N\NC(=O)CCc1ccccc1)c1ccc(C)cc1C	3.7%
Cc1cc(-c2nc3ncccc3[nH]2)c(C)[nH]1	89.7%&110.8%[activator][176 µM]
COC(=O)[C@@H](CC(C)C)NC(=O)[C@@H]1C[C@@H](n2nnc(C(N)=O)c2C(N)=O)CCN1C(=O)c1cccn1C	-8.4%
CCc1cnc(N2CCC(COc3ccc4c(cnn4CC[S+](C)(=O)[O-])c3)CC2)nc1	8.4%
Cc1noc(C)c1-c1cnc(Nc2ccncc2)c2c1CCO2	1.5%[176 µM]
COC(=O)[C@@H]1Cc2c([nH]c3ccccc23)[C@H]2C[C@H](N3CCCCC3)C[C@@H](c3ccccc3F)N21	?
Cc1ccc(C(CNC(=O)c2cccs2)N2CCCCC2)o1 (stereo not given)	7.2%
COc1ccc(-c2ccc3nnc(CNC(=O)CCc4ccccc4)n3n2)cc1	23.2%
COc1cc(C)cc2oc(=O)c(CC(=O)Nc3ccc(NC(C)=O)cc3)c(C)c12	10.9%
CN(C)c1nc2c(c(=O)[nH]1)CCN(Cc1cccc(C(F)(F)F)c1)CC2	45.9%[activator]
CNC(=O)N1CCC(n2c(C)cnc2C2CC2)CC1	12.9%
CC(=O)Nc1ccc(NC(=O)c2c[nH]c3ccc(F)cc3c2=O)cc1	-4.3%
COc1cccc([S+](=O)([O-])N2CCCC3(CC(Cc4ccccc4)=NO3)C2)c1 (stereo not given)	?
CC1(C)CC(NC(=S)Nc2ccccc2)CC(C)(CNC(=S)Nc2ccccc2)C1 (stereo not given)	28.2µM*
CCCCC(C)/C=C(C)/C=C(\C)C(=O)NC1=CC(O)(/C=C/C=C/C=C/C(=O)NC2=C(O)CCC2=O)C2OC2C1=O (stereo not given)	?
